TexasRed fluor: alters Texas Red total fluorescence, flagging assay interference | TRb/SRC2 Texas Red total fluorescence interference | Potency, µM (top dose mostly 106 µM), inactives show at the highest dose fluorescence change, negative = quenching | 0.29% of 280,000 active | AID 1479; active means well fitted curve in either direction with a large enough effect; inconclusive means small, poorly fitted or top-dose-only effect; further: on the % scale 0 is the no-effect control and ±100 the full control effect
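Human TRβ ligand-binding domain (0.6 uM) and Texas Red SRC2 peptide (20 nM) in Tris buffer with 1 uM T3 and 5% DMSO were incubated with pinned compound for 5 hr at ambient temperature. Total fluorescence was computed as S + 2P (555/632 nm).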
HTT ATP protect: cytoprotection in Huntington HTT-Q103 PC12 cell model. PC12 HTT-Q103 induced, cytoprotection, ATP luminescence, 40 h. Potency, µM (doses to about 56.4 µM), without a hit: cytoprotection (ATP increase), actives largely listed as activators. 0.14% of 230,000 active;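 further: % of control where 0% means no effect; nearly all actives have a fitted effect of over 45% in size; toxic huntingtin expression switched on by the ecdysone agonist tebufenozide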
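ATP quantification (ATPlite) reports survival of PC12 cells in which tebufenozide, 100 nM final, switches on Htt exon 1 with 103 glutamines linked to GFP; compounds are titrated.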
TRb-SRC2 inh: disrupts binding of human TR beta to SRC2; P10828; TRbeta-SRC2 peptide binding, fluorescence polarization; receptor liganded with 1 µM T3; Potency, µM (titrated, usually from 106 µM), for inactives: at the top dose activity change, negative = inhibition, most hits filed as inhibitors; 0.065% of 280,000 active; AID 1469;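 further: plate controls were bound peptide for no effect and peptide without receptor for full effect; nearly all actives have a fitted effect of over 50% in size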
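Human TRb LBD (0.6 uM) plus Texas Red-labeled SRC2 peptide (20 nM), 1uM T3, 5% DMSO, 5 hr at ambient temperature. Decreased polarization (555/632 nm) flags inhibition; data normalized to free and bound peptide controls.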
L3MBTL1 block: inhibitors of human L3MBTL1 | 0.66% of 230,000 active | AlphaScreen L3MBTL1–H3K9me1 peptide binding | Q9Y468 | Potency, µM (top dose mostly 57.1 µM), inactives show at the highest dose activity, negative = inhibition, most hits filed as inhibitors; further: on the % scale 0 is the no-effect control and ±100 the full control effect; nearly all actives have a fitted effect of over 60% in size
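AlphaScreen assay: L3MBTL1 (50 nM final) was preincubated 30 min at room temperature with biotinylated H3(1-15)K9me1 peptide (75 nM final), then 30 min with library compounds; streptavidin donor and nickel chelate acceptor beads (10 ug/mL final) added, 30 min dark.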
Tau FP inhib: inhibitors of human tau fibril formation; 0.39% of 280,000 active; P10636; Potency, µM (titrated, usually from 57.7 µM), for the others: at the top dose activity, negative = inhibition, most hits filed as inhibitors; K18 P301L tau heparin fibrillization, Alexa594 FP, 6 h; further: on the % scale 0 is the no-effect control and ±100 the full control effect; nearly all actives have a fitted effect of over 55% in size
Target sequence (P10636 561-689 P618L limits assumed): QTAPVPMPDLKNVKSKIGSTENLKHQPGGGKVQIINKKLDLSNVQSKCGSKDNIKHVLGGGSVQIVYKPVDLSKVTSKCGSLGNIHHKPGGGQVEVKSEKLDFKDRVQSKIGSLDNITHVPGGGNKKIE
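K18 P301L tau (15 uM unlabeled/0.24 uM Alexa 594-labeled, final) + compound + heparin 20 uM final; 100 mM NaOAc pH 7; 6 hr 37 C; ThT 30 uM final added, 1 hr RT; FP ex 555/em 632 nm.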
RECQ1 inh: inhibitors of human RECQ1 DNA helicase; RECQ1 DNA unwinding, red fluorescence kinetic read; Potency, µM (doses to about 57.3 µM), for the others: at the highest dose activity, negative = inhibition, usual class: inhibitors; 0.54% of 240,000 active; AID 2549; P46063;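 further: plate controls were vehicle for no effect and no enzyme for full effect; nearly all actives have a fitted effect of over 30% in size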
Target sequence (P46063 whole entry, looked up): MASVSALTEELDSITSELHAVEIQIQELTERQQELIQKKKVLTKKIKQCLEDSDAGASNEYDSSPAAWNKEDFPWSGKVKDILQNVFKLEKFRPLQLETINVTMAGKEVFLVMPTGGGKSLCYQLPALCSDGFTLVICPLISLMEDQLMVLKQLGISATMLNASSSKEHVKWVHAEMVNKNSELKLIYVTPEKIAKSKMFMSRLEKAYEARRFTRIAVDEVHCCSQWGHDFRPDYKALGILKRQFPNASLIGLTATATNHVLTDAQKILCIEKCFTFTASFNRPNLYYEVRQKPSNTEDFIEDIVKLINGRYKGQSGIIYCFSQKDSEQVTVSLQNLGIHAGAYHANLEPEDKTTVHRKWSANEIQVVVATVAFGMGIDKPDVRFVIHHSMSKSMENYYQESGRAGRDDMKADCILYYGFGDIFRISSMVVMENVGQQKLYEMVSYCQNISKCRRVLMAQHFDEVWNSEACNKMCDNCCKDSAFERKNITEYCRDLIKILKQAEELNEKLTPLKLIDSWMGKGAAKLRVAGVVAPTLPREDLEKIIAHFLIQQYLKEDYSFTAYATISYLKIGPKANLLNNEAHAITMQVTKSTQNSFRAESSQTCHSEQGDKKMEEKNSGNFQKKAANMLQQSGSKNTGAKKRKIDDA
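RECQ1T1 50 nM; forked duplex (20 bp + 30-nt ss tails) 200 nM, ATP 2 mM final; pH 8.0, 2 mM MgCl2, 2.5 ug/ml poly(dI-dC); 15 min compound preincubation; discontinuous kinetic read over 2 h at RT.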
Tau fluor cs: counter-screen for tau fibril formation inhibitors; Potency, µM (titrated, usually from 57.7 µM), without a hit: at the top dose activity change, negative = decrease; 0.93% of 280,000 active; tau K18 P301L Alexa594 fluorescence, heparin fibrillization; further: on the % scale 0 is the no-effect control and ±100 the full control effect; nearly all actives have a fitted effect of over 55% in size
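Human K18 P301L tau (15 uM unlabeled plus 0.24 uM Alexa 594-labeled, final) in 100 mM sodium acetate pH 7 was mixed with compound and 20 uM heparin and incubated 6 hr at 37 C.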
Tau ThT inhib: blocks human tau fibril formation measured by thioflavin T; recombinant tau K18 P301L, heparin-induced fibrillization, ThT fluorescence; Potency, µM (top dose mostly 57.4 µM), for inactives: at the highest dose activity, negative = inhibition, usual class: inhibitors; 2.1% of 270,000 active; AID 1460; further: on the % scale 0 is the no-effect control and ±100 the full control effect; nearly all actives have a fitted effect of over 55% in size
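ThT emission at 510 nm, taken 1 hr after adding 30 uM dye, quantifies aggregates formed when 20 uM heparin acts on human tau K18 P301L for 6 hr at 37 C.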
The depositor's hits bear a star; i = inactive; ? = inconclusive; · = no result given; [ ] = another dose, or the depositor's remark. Unless noted, the call rests on the fitted dose curve; in most records, active means well fitted curve in the direction sought with a large enough effect; inconclusive means small, poorly fitted or top-dose-only effect, or another doubt; inactive means no such curve, though single readings can be large; an effect the other way counts as inactive or inconclusive. Potency means the concentration at half of the fitted maximal effect. Not all compounds are listed, so the mix of outcomes need not match the whole.

SMILES	TexasRed fluor	HTT ATP protect	TRb-SRC2 inh	L3MBTL1 block	Tau FP inhib	RECQ1 inh	Tau fluor cs	Tau ThT inhib
O=S(=O)(NCC1CCCO1)c1cnc(Cl)c(Cl)c1 (configuration not stated)	1%	·	1%	1%	-11%	7%	-5%	-2%
O=C(CSc1ccccc1[N+](=O)[O-])NC1CCS(=O)(=O)C1 (configuration not stated)	-7%	-15%[0.074 µM]	-22%	0%	-5%	i	0%	-1%
CCOC(=O)C(c1ccccc1)C(Nc1ccc(F)cc1)c1ccccn1 (configuration not stated)	-3%	-4%[10 µM]	5%	-9%	0%	-1%	-19%	-8%
CC1CCCN(c2nc3ccccc3nc2C(C#N)C(=O)OC2CCCCC2)C1 (configuration not stated)	2%	-5%	11%	4%	-5%	-8%	-8%	-9%
Cc1cc(NC(=O)c2c(-c3c(F)cccc3Cl)noc2C)no1	-1%	-5%[10 µM]	-7%	-15%	-2%	2%	9%	6%
COC(=O)Cc1nnc(NC(=O)C(C)C)s1	0%	25%	0%	·	0%	1%	4%	7%
COc1ccc(C(=O)NC2CCN(C(=S)Nc3cccc(C)c3C)CC2)cc1	-5%	-32%[inhibitor]	-9%	52%[activator]	?	i	11%	15%
COc1ccc(NC(=O)/C(=C/c2cccnc2)NC(=O)c2cccs2)cc1	-2%	-6%[10 µM]	-19%	-8%	?	-6%	6%	2%
CC(=O)c1cccc(NC(=O)NNC(=O)CCC(=O)Nc2ccc(C)c(C)c2)c1	0%	-35%[inhibitor]	-4%	·	-2%	-4%	-5%	-10%
O=C(CCS(=O)(=O)c1ccc(Br)cc1)Nc1ccccn1	0%	17%[10 µM]	4%	-10%	-9%	i	1%	4%
Cc1oc2c(c(=O)c1C)C(=O)CC(c1ccccc1)C2 (configuration not stated)	-3%	4%	2%	10%	3%	i	6%	4%
COc1ccc(Cl)cc1-c1nc(N)nc(N(C)C)n1	0%	·	1%	1%	-5%	?	-1%	-3%
O=C(NCC(c1ccco1)N1CCCC1)c1ccccc1F (configuration not stated)	0%	1%	-8%	·	-4%	-5%	-7%	-7%
COC(Cn1c2c(c3cc(C)ccc31)CCCC2NCc1ccccc1)OC (configuration not stated)	-2%	9%[10 µM]	-1%	-30%	-16%	-1%	-25%	?
C/C(=N\Nc1nc(-c2ccc(C)cc2)nc2ccccc12)c1ccc([N+](=O)[O-])cc1	1%	-13%	2%	42%[activator]	1%	-5%	-8%	-5%
Cc1ccc(-c2cc3c(n2-c2ccc(C(=O)O)cc2)CCCC3=O)cc1	0%[53 µM]	3%[10 µM]	9%[53 µM]	-2%	2%	2%	6%	-1%
Cc1ccc(S(=O)(=O)NN2C(=O)c3ccccc3NC2c2ccccn2)cc1 (configuration not stated)	3%	-5%	9%	·	?	-5%	-19%	?
Cc1c(N2C(=O)c3ccc4c5c(ccc(c35)C2=O)CC4)c(=O)n(-c2ccccc2)n1C	-18%	5%[10 µM]	-15%	13µM*	-6%	11µM*	-12%	?
CCc1ccccc1N(CC(=O)Nc1cccc(N(C)S(C)(=O)=O)c1)S(C)(=O)=O	2%	10%	4%	·	-6%	2%	-10%	-2%
COc1ccc(C(=O)CSc2n[nH]c(=O)[nH]c2=O)cc1	-3%	?	2%	6%	5%	-8%	4%	7%
COc1ccc(C)c(NC(=O)C2CC(=O)NC3=C2C(=O)CCC3)c1 (configuration not stated)	-7%	·	-4%	-1%	-2%	-6%	1%	-3%
O=C(OCCN1CCCCC1)c1ccccc1Cl	-3%	3%	3%	-5%	8%	i	6%	-5%
Fc1ccc(NC(=S)NC2CC3CCCC(C2)N3Cc2cccs2)cc1 (configuration not stated)	0%	28%[10 µM]	-1%	-16%	-1%	i	-12%	2%
O=C(Nc1ccccc1C(=O)N1CCCCC1)NC1CCCCC1	-1%	9%[10 µM]	7%	4%	?	i	-13%	-9%
Cc1ccccc1OCc1nc(-c2cccnc2)no1	1%	24%[10 µM]	-2%	6%	3%[2.34 µM]	-4%	15%[2.34 µM]	-14%
COc1ccc(C(=O)Cn2nnc(-c3ccccc3-n3cnnn3)n2)cc1	-3%	-1%	1%	-6%	-6%	-14%	-11%	-10%
CCn1cc(C(=O)O)c(=O)c2cc(F)c(N3CCN(C(=S)Nc4ccccc4OC)CC3)cc21	-6%	18%[10 µM]	1%	-1%	11%	-4%	4%	2%
N#CC(C(=O)NC1CCCCC1)c1nc2ccccc2nc1N1CCOCC1 (configuration not stated)	2%	12%	6%	0%	1%	-1%	3%	-7%
O=C(CNc1ccc(F)cc1)N/N=C/C1CC=CCC1 (configuration not stated)	0%	-44%[inhibitor]	-4%	-5%	0%	i	-3%	-15%
O=C(N/C=N/O)C1=NOC(CNc2ncc(C(F)(F)F)cc2Cl)C1 (configuration not stated)	-2%	-6%	-11%	·	-4%	-3%	-16%	-8%

A different layout for part of the listing above.
Cc1ccc(S(=O)(=O)NN2C(=O)c3ccccc3NC2c2ccccn2)cc1 (configuration not stated)
  TexasRed fluor = 3%; HTT ATP protect = -5%; TRb-SRC2 inh = 9%; L3MBTL1 block = ·; Tau FP inhib = ?; RECQ1 inh = -5%; Tau fluor cs = -19%; Tau ThT inhib = ?
Cc1c(N2C(=O)c3ccc4c5c(ccc(c35)C2=O)CC4)c(=O)n(-c2ccccc2)n1C
  TexasRed fluor = -18%; HTT ATP protect = 5%[10 µM]; TRb-SRC2 inh = -15%; L3MBTL1 block = 13µM*; Tau FP inhib = -6%; RECQ1 inh = 11µM*; Tau fluor cs = -12%; Tau ThT inhib = ?
CCc1ccccc1N(CC(=O)Nc1cccc(N(C)S(C)(=O)=O)c1)S(C)(=O)=O
  TexasRed fluor = 2%; HTT ATP protect = 10%; TRb-SRC2 inh = 4%; L3MBTL1 block = ·; Tau FP inhib = -6%; RECQ1 inh = 2%; Tau fluor cs = -10%; Tau ThT inhib = -2%
COc1ccc(C(=O)CSc2n[nH]c(=O)[nH]c2=O)cc1
  TexasRed fluor = -3%; HTT ATP protect = ?; TRb-SRC2 inh = 2%; L3MBTL1 block = 6%; Tau FP inhib = 5%; RECQ1 inh = -8%; Tau fluor cs = 4%; Tau ThT inhib = 7%

Additional entries.
SMILES	TexasRed fluor	HTT ATP protect	TRb-SRC2 inh	L3MBTL1 block	Tau FP inhib	RECQ1 inh	Tau fluor cs	Tau ThT inhib
O=C(Nc1ccccc1Br)C1CCCN(S(=O)(=O)c2cccc3nsnc23)C1 (configuration not stated)	-2%	·	-5%	·	-7%	·	-17%	-5%
Cn1cnc(S(=O)(=O)N2CCN(c3ccc(F)cc3)CC2)c1	-2%	18%[10 µM]	4%	2%	8%	-11%	-5%	-4%
CCS(=O)(=O)N1CCCC(C(=O)NCCN2CCC(Cc3ccccc3)CC2)C1 (configuration not stated)	-4%	-9%	-16%	0%	-13%	-11%	1%	-5%
CN1CCN(C(=O)c2cccc(COc3cc(Cl)ccc3Cl)c2)CC1	-1%	-1%[0.074 µM]	-9%	0%	-5%	0%	-7%	-4%
FC(F)(F)c1cnc(C(c2ccccc2)c2ncn[nH]2)c(Cl)c1 (configuration not stated)	0%	12%[10 µM]	0%	0%	3%	i	2%	-1%
Cc1ccc(-n2c(=O)c3ccc(C(=O)NCc4ccco4)cc3n(CC(=O)Nc3ccc(C)c(F)c3)c2=O)cc1	0%	·	-6%	·	?	·	-18%	?
CCN(CC)CC(=O)Nc1sc2c(c1C(=O)c1ccccc1C)CCC2	-2%	1%[10 µM]	8%	1%	5%	-8%	6%	-8%
Cc1ccc(S(=O)(=O)c2c(C)nn(-c3ccccc3)c2OC(=O)c2ccc(Br)o2)cc1	0%	·	1%	2%	-3%	-1%	-12%	-11%
COC(=O)c1ccccc1OCCOCCOc1cccc2cccnc12	4%	·	8%	-18%	5%	0%	-9%	-4%
CCCc1[nH]nc2c1C(c1ccc(O)c(OC)c1)C(C#N)=C(N)O2 (configuration not stated)	-1%	-5%	-20%	-1%	1%	-5%	-6%	?
CCn1c2ccccc2c2nnc(SCC(=O)Nc3c(C)n(C)n(-c4ccccc4)c3=O)nc21	-4%	-9%	-9%	3%	-2%	-19%	2%	0%
COc1ccccc1NC(=S)NCc1ccco1	-1%	-3%	1%	·	7%	i	-7%	-6%
CCOc1ccccc1NCc1nnc2n1CCCCC2	0%	·	8%	·	0%	·	-5%	-7%
COC(=O)Nc1ccc(C)c(NC(=O)OC)c1	-3%	4%	-2%	3%	2%	-2%	1%	4%
Clc1ccc(OCCOCCOc2cccc3cccnc23)c(Br)c1	1%	12%[10 µM]	0%	9%	13%	-1%	-7%	?
CC1=C(C#N)C(c2ccc(O)cc2)C2=C(CCCC2=O)N1 (configuration not stated)	-2%	15%	0%	22%	1%	-4%	7%	7%
Cc1ccc(-c2csc3ncnc(SCC(=O)O)c23)cc1	-2%	8%[10 µM]	5%	10%	-3%	-16%	-14%	-13%
COc1ccc(N2CCN(S(=O)(=O)c3ccc4c(c3)OCCO4)CC2)cc1	-3%	-6%[10 µM]	4%	?	9%	-11%	?	-5%
